mcGAS inh: mouse cGAS inhibition by luminescence; inhibition, % at 12.5 µM; actives 0.15% (n = 160,000); recombinant cGAS, Kinase-Glo ATP depletion luminescence; Q8C6L5;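 note: 0% = negative control wells and 100% = reference inhibitor with no enzyme activity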
hcGAS inh: blocks human cGAS activity | recombinant h-cGAS, ATP depletion, Kinase-Glo luminescence | inhibition, % at 12.5 µM | AID 1259398 | actives 0.081% (n = 290,000) | Q8N884;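 note: 0% = vehicle reaction and 100% = reaction without DNA for no activity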
Target sequence (Q8N884 whole entry, looked up): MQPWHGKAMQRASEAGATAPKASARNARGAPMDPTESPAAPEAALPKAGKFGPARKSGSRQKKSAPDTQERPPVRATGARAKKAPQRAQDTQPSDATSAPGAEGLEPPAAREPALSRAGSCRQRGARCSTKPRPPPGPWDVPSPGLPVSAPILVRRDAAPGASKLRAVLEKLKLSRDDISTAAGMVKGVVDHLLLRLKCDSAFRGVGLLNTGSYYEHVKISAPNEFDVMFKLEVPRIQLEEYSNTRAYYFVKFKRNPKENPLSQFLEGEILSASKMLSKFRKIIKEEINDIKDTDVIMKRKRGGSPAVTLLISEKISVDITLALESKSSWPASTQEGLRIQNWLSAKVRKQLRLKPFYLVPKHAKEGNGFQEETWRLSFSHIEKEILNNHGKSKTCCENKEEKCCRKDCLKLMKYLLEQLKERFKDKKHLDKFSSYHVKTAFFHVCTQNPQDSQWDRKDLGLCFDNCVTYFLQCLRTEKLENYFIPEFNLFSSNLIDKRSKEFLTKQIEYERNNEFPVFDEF
NPYLR7 ag: mosquito NPYLR7 agonism; HEK293T NPYLR7/Galpha15, GCaMP6s calcium fluorescence; activation, % at 10 µM; actives 0.15% (n = 270,000); AID 1259423; in the data active = activation above about 40%;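 note: 0% = vehicle and 100% = reference agonist at the receptor; some compounds past the cut are filed as inactive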
An asterisk follows results filed as active; . = no result given. Cut-off read from the data, not from the text of the source, unless noted: active = inhibition above about 40%; inactive = the rest.

(1) O=c1c(-c2ccccc2)coc2cc(O)cc(O)c12
(2) CC(C)Cc1cnc2c(c1SCc1ccc([N+](=O)[O-])cc1)c(=O)n(C)c(=O)n2C
(3) O=C(COc1ccc(Cl)cc1Cl)NN=Cc1c[nH]c2ccccc12
(4) Cc1nn(S(=O)(=O)c2ccc(F)cc2)c(C)c1S(=O)(=O)N(C)c1ccccc1
(5) COc1ccccc1N1CCN(C(=O)c2cccnc2SCc2ccccc2C)CC1
(6) O=C(O)[C@H]1C[C@H](C(=O)NC2CC2)CN(Cc2cccc(C(F)(F)F)c2)C1

entry no.,1,2,3,4,5,6
mcGAS inh,.,-11,-6,.,-6,.
hcGAS inh,70*,-12,-9,-10,-6,2
NPYLR7 ag,-11,7,-1,3,2,-5

(7) Cc1nnc(SCCNC(=O)c2cn[nH]n2)s1
(8) CCc1ccc(C(=O)N2CCN(c3c(-c4ccccc4)cnc4ncnn34)CC2)cc1
(9) CC(Oc1ccccc1)C(=O)N1CCN(C(=O)c2cn(C)cc3c(=O)n(-c4ccccc4)nc2-3)CC1 (stereo unspecified)
(10) Clc1ccc(Cl)c(OCc2nnc(-c3ccco3)o2)c1
(11) COc1ccc(CN(C)CCC(=O)N2CCN(c3ccccn3)CC2)cc1F
(12) O=S(=O)(N=C(Nc1ccc(Br)cc1)C(F)(F)F)c1ccccc1

entry no.,7,8,9,10,11,12
mcGAS inh,-12,-5,-8,.,.,.
hcGAS inh,-7,0,-10,-1,0,-7
NPYLR7 ag,0,27,0,-1,-1,8

(13) COC(=O)C1CCN(C(c2ccc(F)c(F)c2)C2Sc3nc(C)nn3C2=O)CC1 (stereo unspecified)
(14) C/C(=N/Nc1ccc2nnc(C)n2n1)c1ccc(F)cc1
(15) COc1ccc(C(=O)N2CCCC(OCc3cccc(F)c3F)C2)cc1 (stereo unspecified)
(16) C=CCN(CC(=O)N1CCc2sccc2C1COc1cccc(F)c1)CC(O)Cc1ccccc1 (stereo unspecified)
(17) CCOC1CCN(C(=O)NC(C)C)CC1
(18) Cc1csc2nc(O)c(C(=O)NCCCN3CCOCC3)c(=O)n12

entry no.,13,14,15,16,17,18
mcGAS inh,-9,.,-2,-6,-7,2
hcGAS inh,-6,-2,1,-4,-1,9
NPYLR7 ag,1,-10,-5,18,.,-1

(19) CC(C)SC(NC(=O)OCc1ccccc1)C(=O)NCCCN1CCCC1=O (stereo unspecified)
(20) O=C(CSc1nnc2ccccn12)Nc1ccc([N+](=O)[O-])cc1Cl
(21) CCOC(=O)Nc1ccc(Nc2ncccc2C#N)cc1
(22) COc1cc(-c2nn(CN3CC(C)OC(C)C3)c(=S)o2)cc(OC)c1OC (stereo unspecified)
(23) Cc1cc(C)nc(Oc2ccc(Br)cc2Br)n1
(24) CC(NC(=O)c1ccc2c(c1)OCCCO2)c1ccc(F)c(Cl)c1 (stereo unspecified)

entry no.,19,20,21,22,23,24
mcGAS inh,-7,.,.,.,-4,.
hcGAS inh,-3,-5,-6,-3,1,2
NPYLR7 ag,-5,-4,6,8,3,1

(25) CCCCCCCCn1ccc(=O)n(C(C)(C)C)c1=O
(26) COc1ccc(OC)c(S(=O)(=O)N(C)Cc2nccn2C(F)F)c1
(27) Cc1cccc(OC2CN(Cc3cnc(-c4ccccn4)nc3)C2)c1
(28) CCOC(=O)c1c(Nc2ccccc2N)cc(C)nc1C
(29) CC(C)(C)c1ccnc2nc(N3CCN(S(=O)(=O)c4cccc(F)c4)CC3)nn12
(30) O=c1[nH]cccc1-c1ccc2c(c1)OCCO2

entry no.,25,26,27,28,29,30
mcGAS inh,.,-6,.,.,-1,.
hcGAS inh,-1,-6,6,-8,3,-5
NPYLR7 ag,-9,8,-1,2,4,1

(31) Cc1ccnc(N2CCC(N3CCCC(C(=O)N4CCOCC4)C3)CC2)n1 (stereo unspecified)
(32) CCCNc1nc(SC)nc2c1cnn2CCNC(=O)c1cccc(C(F)(F)F)c1
(33) O=C(CCSc1nnc2ccc3ccccc3n12)Nc1ccc(F)cc1
(34) CCOC(=O)CNC(=O)Cn1cnc2c(nnn2C)c1=O
(35) O=C(NCc1ccc(N2CCCC2)cc1)c1cc(F)c(F)cc1Cl
(36) Cc1nc2scc(C)n2c(=O)c1NC(=O)c1ccc(S(N)(=O)=O)cc1

entry no.,31,32,33,34,35,36
mcGAS inh,-14,-5,-5,.,-15,-7
hcGAS inh,-5,-3,-3,-5,-9,-8
NPYLR7 ag,6,.,-1,0,20,15

(37) NC1=NC(=O)/C(=C\c2ccccc2Br)S1
(38) Cc1nc2n(n1)C(=O)C(C(c1ccc(C(C)C)cc1)N1CCCCC1)S2 (stereo unspecified)
(39) O=C(CN1C(=O)C(Oc2ccccc2)C1c1ccncc1)N1CCCCC1C1CCCO1 (stereo unspecified)
(40) CC1=NN(C(=O)CCCCC(=O)N2N=C(C)CC2(O)C(F)(F)F)C(O)(C(F)(F)F)C1 (stereo unspecified)
(41) O=C1CCC(C(=O)NCc2cccnc2Oc2cccc(C(F)(F)F)c2)CN1 (stereo unspecified)
(42) CC(=NNC(=S)NC(C)C)c1ccc[nH]1

entry no.,37,38,39,40,41,42
mcGAS inh,-4,.,.,.,-23,.
hcGAS inh,-3,-10,-1,-3,-5,-4
NPYLR7 ag,-9,5,9,-7,0,4

(43) COc1ccc(OC)c(NC(=O)CSc2nc(=O)n(N3CCN(C)CC3)c3c2CCC3)c1
(44) COc1ccc(CCN(C)c2cc(C)nc(SCc3ccc(C(=O)N4CCN(C(C)=O)CC4)cc3)n2)cc1OC
(45) COCCCN(CC(=O)N(CCc1ccc(OC)c(OC)c1)Cc1ccco1)C(=O)c1cccc(Br)c1
(46) O=C(Nc1ccc(Cl)c(Cl)c1)c1nn2c(C(F)(F)F)cc(-c3ccc(Br)cc3)nc2c1Cl
(47) COC(=O)CCCC(=O)N1CCCC(Nc2ccc(C(C)C)cc2)C1 (stereo unspecified)
(48) Cc1nn(-c2ccc(F)cc2)c(C)c1CNC(C)Cn1ccnc1 (stereo unspecified)

entry no.,43,44,45,46,47,48
mcGAS inh,-8,0,-5,-4,.,.
hcGAS inh,-9,-3,-4,-3,-12,0
NPYLR7 ag,-4,-12,13,15,3,4

(49) COc1cc(C(=O)NNC(=O)c2cccnc2)cc(OC)c1OC
(50) Cc1cccc(OCCSc2nc3ccccc3n2CC(O)CO)c1 (stereo unspecified)
(51) CCOc1ccccc1C(=O)Nc1ccc(N2CCN(S(=O)(=O)c3cc(OC)ccc3OC)CC2)nc1
(52) Cc1nn(-c2ccccc2)c2c1C(c1ccccc1)N(CC(C)N)C2=O (stereo unspecified)
(53) CCCCCCCCC(=O)Nc1ccc(N2CCCC2)c(C(=O)NC(C)CC)c1 (stereo unspecified)
(54) CC1=C(C(=O)N2CCCCC2C(=O)Nc2ccc(-n3nc(C)cc3C)cc2)OCCO1 (stereo unspecified)

entry no.,49,50,51,52,53,54
mcGAS inh,.,.,-4,.,-4,-10
hcGAS inh,1,-5,-4,-5,1,-5
NPYLR7 ag,12,1,20,1,-2,7

(55) CN(C1CCC(CO)CC1)S(=O)(=O)/C=C/c1ccccc1 (stereo unspecified)
(56) COCc1ccc(C(=O)NCc2csc3c2CCCC3)o1
(57) CC(C)(C)c1ccc(S(=O)(=O)NC(=O)C2(C)CCN2C(=O)CC2CCCC2)cc1 (stereo unspecified)
(58) COC(=O)c1cnn2c1NCN(C1CCCCC1)C2
(59) Nc1ncnc2nc3ccccc3n12
(60) CCN1CCCC1CNc1ccc(S(C)(=O)=O)cc1[N+](=O)[O-] (stereo unspecified)

entry no.,55,56,57,58,59,60
mcGAS inh,.,.,-3,-4,.,.
hcGAS inh,-2,-2,-2,-7,-3,-6
NPYLR7 ag,-25,1,-3,2,-9,9

(61) C[C@@H]1[C@H]2[C@H](O[C@@H]3O[C@H](CO)[C@@H](O)[C@H](O)[C@H]3O)OC=C(C(=O)O)[C@H]2C[C@@H]1O
(62) CC(C)(CO)CNC(=O)CC(c1ccccc1)c1ccc(F)cc1 (stereo unspecified)
(63) Cc1ccc(NC(=O)/C=C/c2ccc(NS(C)(=O)=O)cc2)nc1
(64) COCCn1cc(C(=O)NCC(C)C)c2nn(-c3ccccc3)c(=O)c-2c1
(65) CC1(C)CN(c2ccc(S(N)(=O)=O)cc2S(C)(=O)=O)CCO1
(66) Cc1ccc(-c2ccccc2[C@@H]2C[C@H]3CN(C)C(=O)[C@]34CCCN24)o1

entry no.,61,62,63,64,65,66
mcGAS inh,-1,.,.,-9,-1,.
hcGAS inh,1,-1,-17,-5,0,3
NPYLR7 ag,-4,-5,-5,3,-4,-4

(67) CCOc1ccc(C(=O)Nc2cccc(-c3nc4cc(C)ccc4o3)c2C)cc1
(68) O=C(NCc1ccc(Cn2ccnc2)cc1)c1cc2c(cc1O)OCO2
(69) Nc1c(Oc2ccccc2)cc(Nc2ccccc2)c2c1C(=O)c1ccccc1C2=O
(70) O=C(O)C1CC(=O)N(c2ccn[nH]2)C1 (stereo unspecified)
(71) O=C1C(Nc2ccccc2)=C(N2CCOCC2)C(=O)c2ccccc21
(72) Cn1nc(NC(=O)c2ccc(F)c(F)c2)c2c1NC(=O)CC2c1ccccc1 (stereo unspecified)

entry no.,67,68,69,70,71,72
mcGAS inh,-7,.,-2,.,.,-10
hcGAS inh,-4,-7,1,0,-13,-5
NPYLR7 ag,-3,4,-7,-2,1,8

(73) CN1CCN(C(=O)c2ccc3c(c2)nnn3C)CC1=O
(74) CCCCN(CC(=O)N(CCc1c[nH]c2ccccc12)Cc1ccc(C(C)(C)C)cc1)C(=O)c1ccccc1C
(75) COc1cccc(NC(=O)CCC2CCN(Cc3cnc(SC)nc3)CC2)c1
(76) C=CCOc1ccccc1C1CC(=O)Nc2c1c(C)nn2-c1ccc(Cl)nn1 (stereo unspecified)
(77) Cc1cc(C(=O)N2CCN3CCCC3C2)c2c(-c3ccc4c(c3)OCO4)noc2n1 (stereo unspecified)
(78) Cc1cc2c(cc1CN1CCc3[nH]cnc3C1c1ccsc1)OCO2 (stereo unspecified)

entry no.,73,74,75,76,77,78
mcGAS inh,.,-4,.,.,.,-3
hcGAS inh,-3,-1,-9,-7,-7,2
NPYLR7 ag,6,11,5,-2,2,-2

(79) COc1ccccc1CCC(=O)N1CCc2cc(S(=O)(=O)N(C)C)ccc21
(80) CCOC(=O)c1c(CS(=O)(=O)c2ccccc2)n(C)c2cc(Br)c(O)cc12
(81) CC(NC(=O)C1Cc2cc(Cl)ccc2O1)c1ccc(S(C)(=O)=O)cc1 (stereo unspecified)
(82) CCOc1ccccc1NC(=O)CSc1nc(=O)n2ccccc2n1
(83) C=CCN(Cc1nc2sc(C(=O)OC(C)C)c(C)c2c(=O)[nH]1)CC(O)c1ccccc1 (stereo unspecified)
(84) O=C(NNS(=O)(=O)c1ccccc1C(F)(F)F)c1csc(N2CCOCC2)n1
(85) COc1ccc2nc(-c3cccc(NC(=O)C(C)Oc4ccc5c(c4)OCO5)c3)cn2n1 (stereo unspecified)

entry no.,79,80,81,82,83,84,85
mcGAS inh,-6,-7,-6,-9,-2,-8,-3
hcGAS inh,-6,-3,0,-7,-4,0,-6
NPYLR7 ag,2,-2,-1,2,12,14,-1

Among those listed so far, these have an aryl methoxy group:
(5) COc1ccccc1N1CCN(C(=O)c2cccnc2SCc2ccccc2C)CC1
(11) COc1ccc(CN(C)CCC(=O)N2CCN(c3ccccn3)CC2)cc1F
(15) COc1ccc(C(=O)N2CCCC(OCc3cccc(F)c3F)C2)cc1 (stereo unspecified)
(22) COc1cc(-c2nn(CN3CC(C)OC(C)C3)c(=S)o2)cc(OC)c1OC (stereo unspecified)
(26) COc1ccc(OC)c(S(=O)(=O)N(C)Cc2nccn2C(F)F)c1
(43) COc1ccc(OC)c(NC(=O)CSc2nc(=O)n(N3CCN(C)CC3)c3c2CCC3)c1
(44) COc1ccc(CCN(C)c2cc(C)nc(SCc3ccc(C(=O)N4CCN(C(C)=O)CC4)cc3)n2)cc1OC
(45) COCCCN(CC(=O)N(CCc1ccc(OC)c(OC)c1)Cc1ccco1)C(=O)c1cccc(Br)c1

entry no.,5,11,15,22,26,43,44,45
mcGAS inh,-6,.,-2,.,-6,-8,0,-5
hcGAS inh,-6,0,1,-3,-6,-9,-3,-4
NPYLR7 ag,2,-1,-5,8,8,-4,-12,13

(49) COc1cc(C(=O)NNC(=O)c2cccnc2)cc(OC)c1OC
(51) CCOc1ccccc1C(=O)Nc1ccc(N2CCN(S(=O)(=O)c3cc(OC)ccc3OC)CC2)nc1
(75) COc1cccc(NC(=O)CCC2CCN(Cc3cnc(SC)nc3)CC2)c1
(79) COc1ccccc1CCC(=O)N1CCc2cc(S(=O)(=O)N(C)C)ccc21
(85) COc1ccc2nc(-c3cccc(NC(=O)C(C)Oc4ccc5c(c4)OCO5)c3)cn2n1 (stereo unspecified)

entry no.,49,51,75,79,85
mcGAS inh,.,-4,.,-6,-3
hcGAS inh,1,-4,-9,-6,-6
NPYLR7 ag,12,20,5,2,-1
